High-throughput results deposited in PubChem by Broad Institute.
GSK3A inh – human GSK-3 alpha kinase inhibition. P49840. ADP-Glo luminescence, 60 min. inhibition, % at 10 µM. actives 0.1% (n = 320,000);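 in the data active means inhibition above about 50%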;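 further: GST-tagged GSK-3 alpha with peptide substrate and 25 µM ATP; 0% = DMSO neutral wells and 100% = GW8510 positive control wells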
Target sequence (P49840 whole entry, looked up): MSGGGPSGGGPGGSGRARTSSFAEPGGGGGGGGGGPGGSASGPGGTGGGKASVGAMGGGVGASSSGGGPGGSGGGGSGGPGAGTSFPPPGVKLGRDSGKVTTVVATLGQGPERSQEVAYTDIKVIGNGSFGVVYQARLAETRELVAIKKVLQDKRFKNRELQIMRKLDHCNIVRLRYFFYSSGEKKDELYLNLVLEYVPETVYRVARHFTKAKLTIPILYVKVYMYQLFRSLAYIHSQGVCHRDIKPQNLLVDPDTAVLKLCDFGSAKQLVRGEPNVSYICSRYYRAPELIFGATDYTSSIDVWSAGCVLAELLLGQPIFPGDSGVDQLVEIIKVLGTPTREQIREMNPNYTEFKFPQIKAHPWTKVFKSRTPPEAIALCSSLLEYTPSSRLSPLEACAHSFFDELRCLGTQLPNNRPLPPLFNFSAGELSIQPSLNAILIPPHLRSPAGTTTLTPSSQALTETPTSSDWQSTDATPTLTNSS
Numbers without * were called inactive. This is a subset; rates above refer to the full screens.

SMILES	GSK3A inh
O=C(COC(=O)c1cc(S(=O)(=O)N2CCOCC2)ccc1F)NC1CC1	-2
O=C(CNC(=O)c1n[nH]c2ccccc12)Nc1cc(Cl)ccc1Cl	1
CN(C(=O)COC(=O)c1cc(S(=O)(=O)N2CCCCC2)ccc1Cl)c1ccccc1	-1
O=C(COC(=O)CCc1ccccc1)NCc1ccc2c(c1)OCO2	1
COCCN(CC(=O)Nc1cccc(C)c1C)C(=O)CN1C(=O)NC2(CCCCC2)C1=O	1
Nc1ccc(N2C(=O)c3ccccc3C2=O)c(Cl)c1	0
CC(C)(C)OC(=O)C[C@@H]1C/C=C\C[C@@H](CC(=O)N[C@@H](CO)Cc2ccccc2)C(=O)N2CCC[C@H]2COC1=O	0
CCOC(=O)[C@@H]1[C@H]2COc3cc(OC)ccc3[C@H]2N2C(=O)N(c3ccc(C(F)(F)F)cc3)C(=O)[C@]12C	-4
CCCCCCCN1C(Nc2ccccc2)=NC[C@@H]1C	-2
COc1ccc(S(=O)(=O)N(C)C[C@H]2Oc3ccc(NC(=O)CCC(F)(F)F)cc3C(=O)N([C@H](C)CO)C[C@@H]2C)cc1	-3
NC(=O)c1ccc(NC(=O)COC(=O)C2CCN(S(=O)(=O)c3cccs3)CC2)cc1	-2
N#Cc1ccc(CN2CCN(C(=O)c3cc(Cl)c4c(c3)OCCO4)CC2)cc1	0
C[C@H](CO)N1C[C@H](C)[C@@H](CN(C)Cc2ccncc2)Oc2c(NC(=O)c3ccncc3)cccc2C1=O	-3
Cc1ccc(S(=O)(=O)N2CCN(Cc3nnc(-c4c(-c5ccccc5)noc4C)o3)CC2)cc1	1
CCOc1ccc(C(=O)NNC(=O)CN2C(=O)NC3(CCCC3)C2=O)cc1	-4
Cc1noc(C)c1NC(=O)N(C)C[C@H]1Oc2c(NC(=O)C3CCCCC3)cccc2C(=O)N([C@H](C)CO)C[C@@H]1C	-1
C=CC[C@@H](CC(=O)N[C@H](CO)Cc1ccccc1)C(=O)N[C@H](COC(=O)[C@@H](CC=C)Cc1ccc(F)cc1)Cc1c[nH]c2ccccc12	-1
Cc1ccc(NC(=O)COc2ccccc2C(=O)NCc2ccccc2)cc1	-2
C[C@H](CO)N1C[C@H](C)[C@@H](CN(C)C(=O)NC2CCCCC2)Oc2ccc(NC(=O)C3CCCCC3)cc2C1=O	-1
CC(CCc1ccccc1)NC(=O)CN1C(=O)NC2(CCCCC2C)C1=O (stereo not drawn)	-6
C[C@H](NC(=O)c1ccco1)C(=O)Nc1cc(S(=O)(=O)N2CCCC2)ccc1OCC(F)(F)F	-2
O=C(Cc1ccccc1)Nc1cccc(S(=O)(=O)N2CCCCCC2)c1	-2
COc1c2ccoc2c(OC[C@@H](OC(C)=O)C(C)(C)O)c2oc(=O)ccc12	-4
O=C(CSc1nc2nn(-c3ccccc3)c(=O)c-2c2n1CCCCC2)c1ccc(OC(F)F)cc1	-1
COc1ccc(CCn2c(C)cc(C(=O)CN3C(=O)C(=O)N(Cc4ccco4)C3=O)c2C)cc1	1
O=C(Cn1cc([N+](=O)[O-])ccc1=O)NCC(=O)Nc1ccc(F)c(F)c1F	-2
Cc1ccc(/C=N/NC(=O)c2ccc(-n3cnnn3)cc2)cc1	-1
O=C(NNC(=O)c1cc2ccccc2o1)c1ccncc1	-3
COc1ccccc1NC(=O)COC(=O)c1ccc(N2CCCC2=O)cc1	-2
COC(=O)c1ccc(NC(=O)CCN2C(=O)C3CC=CCC3C2=O)cc1 (stereo not drawn)	19
COc1cc(/C=C/C(=O)O)cc(S(=O)(=O)Nc2ccc3cn[nH]c3c2)c1OC	3
C/C=C/C1=CC(=O)C[C@H](c2ccc(F)cc2)C1	2
Cc1ccccc1-c1nnc(SCC(=O)Nc2cccnc2Cl)o1	-1
COCc1ccc(C(=O)Nc2cccc(S(=O)(=O)N(C)c3ccccc3)c2)cc1	-1
COc1cc(C(=O)NCc2ccc(S(N)(=O)=O)cc2)ccc1OCC(=O)N1CCOCC1	0
O=C1C=C(c2ccc3c(c2)OCCO3)C[C@@H](c2ccc(F)cc2)C1	-3

Reprinted from the listing (16 entries):
SMILES	GSK3A inh
C[C@H](NC(=O)c1ccco1)C(=O)Nc1cc(S(=O)(=O)N2CCCC2)ccc1OCC(F)(F)F	-2
O=C(Cc1ccccc1)Nc1cccc(S(=O)(=O)N2CCCCCC2)c1	-2
COc1c2ccoc2c(OC[C@@H](OC(C)=O)C(C)(C)O)c2oc(=O)ccc12	-4
O=C(CSc1nc2nn(-c3ccccc3)c(=O)c-2c2n1CCCCC2)c1ccc(OC(F)F)cc1	-1
COc1ccc(CCn2c(C)cc(C(=O)CN3C(=O)C(=O)N(Cc4ccco4)C3=O)c2C)cc1	1
O=C(Cn1cc([N+](=O)[O-])ccc1=O)NCC(=O)Nc1ccc(F)c(F)c1F	-2
Cc1ccc(/C=N/NC(=O)c2ccc(-n3cnnn3)cc2)cc1	-1
O=C(NNC(=O)c1cc2ccccc2o1)c1ccncc1	-3
COc1ccccc1NC(=O)COC(=O)c1ccc(N2CCCC2=O)cc1	-2
COC(=O)c1ccc(NC(=O)CCN2C(=O)C3CC=CCC3C2=O)cc1 (stereo not drawn)	19
COc1cc(/C=C/C(=O)O)cc(S(=O)(=O)Nc2ccc3cn[nH]c3c2)c1OC	3
C/C=C/C1=CC(=O)C[C@H](c2ccc(F)cc2)C1	2
Cc1ccccc1-c1nnc(SCC(=O)Nc2cccnc2Cl)o1	-1
COCc1ccc(C(=O)Nc2cccc(S(=O)(=O)N(C)c3ccccc3)c2)cc1	-1
COc1cc(C(=O)NCc2ccc(S(N)(=O)=O)cc2)ccc1OCC(=O)N1CCOCC1	0
O=C1C=C(c2ccc3c(c2)OCCO3)C[C@@H](c2ccc(F)cc2)C1	-3

Going on with the list:
SMILES	GSK3A inh
COc1ccc(OCCOc2ccc(/C=C3\C(=N)N4N=C(C)SC4=NC3=O)cc2)cc1	1
CCCCN(C(=O)C1CSC2(C)CCC(=O)N12)c1c(N)n(CC(C)C)c(=O)[nH]c1=O (stereo not drawn)	1
CC(C)(C)OC(=O)NCc1ccc(CNC(=O)c2nc[nH]c2C(=O)N2CCN(C(=O)OC(C)(C)C)CC2)cc1	-1
CC1CCc2sc(C(=O)NC3CCN(Cc4ccccc4)CC3)cc2C1 (stereo not drawn)	-1
O=C(/C=C/c1cccc(F)c1)OCC(=O)N1CCCC1	6
CCOC(=O)C1=CC[C@@H](c2ccccc2Cl)N(S(=O)(=O)c2ccc(C)cc2)[C@H]1C(=O)OCC	0
O=C(OCc1c(-c2ccccc2)ncc2ccccc12)c1cccs1	-2
CCc1ccc(-c2nn(-c3ccccc3C)cc2C(=O)N2CCN(C3CCS(=O)(=O)C3)CC2)cc1 (stereo not drawn)	2
C[C@H](CO)N1C[C@H](C)[C@@H](CN(C)C(=O)Nc2ccc(C(F)(F)F)cc2)Oc2ccc(NC(=O)Nc3ccc(C(F)(F)F)cc3)cc2C1=O	-3
C[C@H]1O[C@@H](O[C@H]2CC[C@@]3(C)C(CC[C@]4(C)C3C=C[C@]35OC[C@@]6(CCC(C)(C)C[C@H]63)[C@@H](O)C[C@]54C)[C@]2(C)CO)[C@H](O)[C@@H](O[C@@H]2O[C@H](CO)[C@@H](O)[C@H](O)[C@H]2O)[C@H]1O (stereo partly drawn)	-1
Cn1c(C=O)c(-c2ccc3c(c2)OCCO3)c2ccccc21	-4
CCCCC(=O)OCc1c(-c2ccccc2)ncc2ccccc12	-5
Cc1noc(C)c1NC(=O)Nc1ccc2c(c1)C(=O)N([C@H](C)CO)C[C@H](C)[C@@H](CN(C)S(=O)(=O)c1cccs1)O2	0
Cc1ccn2nc(C(=O)OCC(=O)N(CC(C)C)C3CCS(=O)(=O)C3)nc2n1 (stereo not drawn)	-3
Cc1ccc(/C=C/C(=O)OCC(=O)Nc2cccnc2Cl)o1	-2
CC(C)c1ccc(S(=O)(=O)N2CCN(C(C)C(=O)N3CCCC3)CC2)cc1 (stereo not drawn)	1
Cc1ccc(-c2nnc(SCC(=O)Nc3cccnc3Cl)n2N)cc1	-1
COc1cc(/C=C/C(=O)OCC(=O)NCCN2C(=O)CSC2=O)ccc1OCC#N	1
CSCCC(NS(=O)(=O)c1ccccc1F)C(=O)NCC(C)(C)N1CCOCC1 (stereo not drawn)	0
N#Cc1ccc(C(=O)NNC(=O)c2cccc(S(=O)(=O)N3CCOCC3)c2)cc1	-2
Nc1cc(=O)[nH]c(SCC(=O)Nc2cc(S(=O)(=O)N3CCCCC3)ccc2Cl)n1	-7
Cc1ccc(S(=O)(=O)N2CCN(C(=O)CSc3n[nH]c(N)n3)CC2)c(C)c1	1
O=C(OCC(=O)N1CCCCCC1)c1cccnc1Cl	-4
Cc1cc(NC(=O)CCS(=O)(=O)c2nc(-c3ccccc3)cc(C(F)(F)F)n2)no1	-1
Cn1nc(C(=O)NCC2COc3ccccc3O2)c2ccccc2c1=O (stereo not drawn)	0
CC(=O)Oc1ccccc1C(=O)Oc1ccccc1C(=O)O	-3
COc1ccc(CC(=O)N(C)CC(=O)Nc2c(C)cccc2C)cc1S(=O)(=O)N1CCOCC1	0
CN(C)C1=NC[C@H](Cc2ccccc2)N1CCc1ccc(F)cc1	-1
CC(C)n1cnc2c(NCc3ccccc3)cc(OCC3CCN(C)CC3)cc21	8
O=C(CSc1nnc(-c2ccncc2)o1)Nc1cc(Cl)ccc1C(=O)O	6
O=C(NNC(=O)C12CC3CC(CC(Br)(C3)C1)C2)c1ccccc1F	-2
Nc1ccc2ncccc2c1N	0
O=C(O)c1ccccc1NS(=O)(=O)c1ccc(NN=Cc2cccc(Cl)c2)c([N+](=O)[O-])c1	-1
Cc1cccc(C)c1NC(=O)CNC(=O)C(C)NC(C)c1ccccc1Br (stereo not drawn)	-5
O=C(CNC(=O)c1ccco1)OCc1ccccc1F	0
NC(=O)C1CCN(CC(=O)Nc2ccc3c(c2)OCCO3)CC1	-4
Cc1ccc(OCC(=O)Nc2cccc3ccccc23)c([N+](=O)[O-])n1	0
Cc1ccc(C)c(OCCC(=O)N(C)CC(=O)Nc2c(C)cccc2C)c1	5
Cc1cc(C)cc(C(=O)OCC(=O)NCc2ccco2)c1	-4
O=C(COC(=O)c1cc(=O)c2ccccc2o1)Nc1cc(Cl)ccc1Cl	-4
O=C(NC1CC1)c1cccc(NC(=O)c2cnn(-c3ccccc3)n2)c1	-2
O=C(CN1CCc2ccccc2C1)Nc1cccc(S(=O)(=O)N2CCOCC2)c1	-2
CC(=O)c1cccc(NC(=O)c2cc(-c3ccncc3)nc3ccccc23)c1	-8
Cc1nn(-c2ccccc2)nc1C(=O)OCC(=O)N1CCCCC1C (stereo not drawn)	-1
O=C(CSc1nncs1)NNC(=O)c1ccccc1Br	-1
Fc1ccc2cnc(C3=CCCCC3)cc2c1	-1
CC(C(=O)OCC(=O)N1CCCCC1)N1C(=O)c2ccccc2C1=O (stereo not drawn)	-1
Cc1cccc(OCCCC(=O)Nc2ccc(Cl)c(S(=O)(=O)N3CCOCC3)c2)c1	1
Cc1cccc(-c2nc(CC(=O)Nc3cccc(S(=O)(=O)NC4=NCCC4)c3)cs2)c1	-1
CCOc1ncccc1C(=O)OCC(=O)NCCCc1ccccc1	0
CCC/C(=C1/c2ccccc2C(=O)N1c1ccccc1)c1cnc(OC)nc1	-1
COc1ccc2oc(C(=O)OCC(=O)N3CCCCC3C)c(C)c2c1 (stereo not drawn)	-2
O=S(=O)(c1ccc2oc(=S)[nH]c2c1)N1CCOCC1	0
CC1(C)CC(=O)C=C(c2ccc(-c3ccccc3)cc2)C1	0
Fc1cccc(CNc2ncnc3ccc(-c4ccc5c(c4)OCO5)cc23)c1	-3
Cn1cccc1C(=O)OCC(=O)N1CCN(c2ccccc2)CC1	-5
COc1cc(C(=O)COC(=O)C2CC2(Cl)Cl)cc(OC)c1OC (stereo not drawn)	2
O=C(NCCc1ccco1)c1ccc(OCc2cn3ccccc3n2)cc1	-2
C[C@]12c3[nH]c4ccccc4c3CCN1C(=O)C(CC(=O)NCc1cccc(C(F)(F)F)c1)C[C@@H]2C(=O)N1CCOCC1 (stereo partly drawn)	2
O=S(=O)(NCc1ccccc1Br)c1ccccc1Br	-6

(next part)
SMILES	GSK3A inh
O=C(COC(=O)c1ccccc1)NC12CC3CC(CC(C3)C1)C2	-3
CC1CCCN(C(=O)COC(=O)Cn2cnc3ccccc32)C1 (stereo not drawn)	-1
NC(=O)c1cc(NC(=O)COC(=O)CCCN2C(=O)c3cccc4cccc(c34)C2=O)cc(C(N)=O)c1	-1
Oc1cc(NCCc2cccnc2)cc2cccnc12	0
C=CCN(Cc1cccs1)C(=O)COc1ccc2c(c1)OCO2	2
Oc1ccc(Cl)cc1CNCc1ccc(F)cc1	-1
Cn1cncc1C#Cc1c(-c2ccsc2)sc2ccccc12	-3
COc1ccc(CN2CCN(C(=O)CCC(=O)c3ccc(C)s3)CC2)cc1OC	1
CSCC[C@H](NC(=O)c1cccc(S(=O)(=O)N2CCN(C)CC2)c1)c1nc2ccccc2[nH]1	-7
CN(CC(=O)NCCc1ccc(S(N)(=O)=O)cc1)CC(=O)Nc1ccc(F)c(F)c1F	-3
O=C(NCC(c1cccs1)N1CCOCC1)c1cc2ccccc2oc1=O (stereo not drawn)	-1
Cc1ccc(S(=O)(=O)CCC(=O)OC(C)c2nnc(-c3cccs3)o2)cc1 (stereo not drawn)	-2
COC(=O)c1ccc(CNC(=O)COC(=O)c2cccs2)cc1	-3
Cc1ccccc1C(=O)N1CCC(C(=O)Nc2cccc(S(=O)(=O)N3CCCCC3)c2)CC1	0
O=C(NCC1COc2ccccc2O1)c1cccc(S(=O)(=O)N2CCOCC2)c1 (stereo not drawn)	21
COc1ccc(C2=CCC3CCCCN3C2)cc1OC (stereo not drawn)	1
CCCCNc1c(-c2ccc(OC)c(Sc3ccc(OC)cc3)c2)nc2cnccn12	-3
CCCN(CC(=O)Nc1ccc(F)c(F)c1F)C(=O)c1ccc(N2CCCC2=O)cc1	0
CCc1nc2ccccc2c(C(=O)OCC(=O)N(C)Cc2ccccc2)c1C	0
O=C(COC(=O)/C=C/c1cccc(Br)c1)NCc1cccs1	-1
CC1CCCC(NC(=O)CN(C)CC(=O)Nc2cccc(F)c2)C1C (stereo not drawn)	1
O=C(COC(=O)c1ccc[nH]c1=O)NCCCc1ccccc1	-2
CC(=O)c1ccc(S(=O)(=O)N2CCN(CCOc3ccccc3)CC2)cc1	-4
